Compound activity (PubChem)
D3 ag: qHTS of D3 Dopamine Receptor Agonist: qHTS. D(3) dopamine receptor (Homo sapiens), P35462. D3R DiscoveRx beta-arrestin cells, luminescence, 90 min. max activation, %. 410,000 tested, 0.58% active. AID 652048, 2013; in the data active means max activation above about 30%; further: 0% is about no effect; mostly tested at two doses, the higher about 12 µM
Target sequence (P35462 whole entry, looked up): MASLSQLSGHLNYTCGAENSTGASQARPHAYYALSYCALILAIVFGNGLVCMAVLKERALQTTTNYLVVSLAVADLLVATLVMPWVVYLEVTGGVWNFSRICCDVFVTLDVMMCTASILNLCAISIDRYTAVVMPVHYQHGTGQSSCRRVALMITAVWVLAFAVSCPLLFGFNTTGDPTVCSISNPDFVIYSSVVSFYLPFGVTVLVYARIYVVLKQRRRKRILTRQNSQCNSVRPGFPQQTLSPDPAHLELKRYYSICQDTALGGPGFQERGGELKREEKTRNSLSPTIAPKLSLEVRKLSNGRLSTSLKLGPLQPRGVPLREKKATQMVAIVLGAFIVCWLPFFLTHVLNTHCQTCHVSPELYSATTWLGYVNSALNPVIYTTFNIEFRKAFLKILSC
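Agonist-mode cell screen: cells plated at 1500/well and incubated overnight at 37 °C, then exposed to library compounds for 90 min at 37 °C. Detection reagent was added for 30–60 min at room temperature, and luminescence was read.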
IL1B secr inh: qHTS for Inhibitors of Inflammasome Signaling: IL-1-beta AlphaLISA Primary Screen | THP-1 LPS/ATP IL-1B secretion, AlphaLISA, 16 h; hits give low values | activity change, % at 57.5 µM | 360,000 tested, 4.7% active; in the data active means activity change below about -50%; inconclusive means mostly about -30% to -49%; further: on the % scale 0 is the no-effect control and ±100 the full control effect
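Secreted IL-1B measured by AlphaLISA bead assay after 16 h compound exposure of THP-1 cells; compounds (final up to 57.5 uM) added 1 h before LPS (250 ng/mL) and ATP (1.25 mM) stimulation; lower signal means less secretion.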
HT1080 IDH1KD tx: qHTS for induction of synthetic lethality in tumor cells producing 2HG: qHTS for the HT-1080-IDH1KD cell line; HT-1080 IDH1 knockdown viability, ATP luminescence, 48 h; Potency, µM (top dose mostly 46.1 µM), inactives show top-dose activity, negative = toxicity, usual class: cytotoxic; 360,000 tested, 2% active; AID 686971, 2013;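 further: potency means the concentration at half of the fitted maximal effect; 0% = DMSO wells and -100% = cell-free medium wells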
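HT-1080-IDH1KD cells (IDH1 knocked down), 750/well in RPMI with 5% FBS, treated with compound 48 h at 37 degrees C. Viability by CellTiter-Glo luminescence, normalised to DMSO and no-cell wells; concentration-response curves classed.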
GLP-1R agonist: qHTS of GLP-1 Receptor Agonists; HEK293 GLP-1R CRE-luciferase, luminescence, 4-6 h; cells express a hypersensitive GLP-1R form; Potency, µM (titrated, usually from 45.6 µM), for the others: at the top dose activation, actives largely listed as activators; 380,000 tested, 0.007% active; AID 624172, 2012; further: potency means the concentration at half of the fitted maximal effect; % of control where 0% means no effect
Target sequence (P43220 whole entry, looked up): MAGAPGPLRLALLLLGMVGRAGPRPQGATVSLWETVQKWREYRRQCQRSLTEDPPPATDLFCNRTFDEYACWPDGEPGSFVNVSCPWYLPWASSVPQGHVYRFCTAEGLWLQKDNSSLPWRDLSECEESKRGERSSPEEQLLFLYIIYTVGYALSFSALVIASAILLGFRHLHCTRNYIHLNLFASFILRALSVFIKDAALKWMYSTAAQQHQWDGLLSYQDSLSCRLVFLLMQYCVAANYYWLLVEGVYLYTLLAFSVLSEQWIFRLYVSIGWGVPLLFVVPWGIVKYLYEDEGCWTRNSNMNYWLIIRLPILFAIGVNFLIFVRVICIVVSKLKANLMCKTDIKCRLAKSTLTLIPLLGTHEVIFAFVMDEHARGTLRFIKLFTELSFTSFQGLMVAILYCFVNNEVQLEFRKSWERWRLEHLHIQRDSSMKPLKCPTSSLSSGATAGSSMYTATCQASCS
HT1080-NT tox: qHTS for induction of synthetic lethality in tumor cells producing 2HG: qHTS for the HT-1080-NT fibrosarcoma cell line. HT-1080-NT fibrosarcoma viability, CellTiter-Glo ATP luminescence, 48 h. Potency, µM (doses to about 46.1 µM), for inactives: at the highest dose activity, negative = less viability, actives largely listed as cytotoxic. 360,000 tested, 1.6% active. AID 686970, 2013;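 further: NT is the 2HG producing partner of a matched IDH1 knockdown line; potency means the concentration at half of the fitted maximal effect; 0% = DMSO-treated cells and -100% = media-only wells without cells; nearly all actives have a fitted effect of over 55% in size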
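Luminescent CellTiter-Glo readout after 48 hours of compound exposure at 37 degrees C defined viability of HT-1080-NT cells. Activity was normalized to DMSO wells and cell-free media wells; concentration-response curves were fitted and assigned curve classes.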
DRD3 antagonist: qHTS of D3 Dopamine Receptor Antagonist: qHTS; D(3) dopamine receptor (Homo sapiens), P35462; D3R cells, DiscoveRx beta-arrestin luminescence, antagonist mode; hits give low values; max response, negative = inhibition, %; 360,000 tested, 2.5% active; AID 652054, 2013; in the data active means max response below about -50%; inconclusive means no clear call, values can overlap the other calls; further: on the % scale 0 is the no-effect control and ±100 the full control effect; mostly tested at two doses, the higher about 12 µM
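Cells plated overnight at 1500 cells/well, then exposed to library compounds with dopamine controls for 90 minutes at 37 degrees C. DiscoveRx reagent added for 30–60 minutes at room temperature; luminescence read, quantitative HTS format.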
KB-3-1 cytotox: qHTS assay for MDR1-selective chemotherapeutics: Primary screen using the parental adenocarcinoma cell KB-3-1; Potency, µM (titrated, usually from 46.1 µM), for the others: top-dose activity change, negative = cytotoxic, actives largely listed as cytotoxic; AID 1347075, 2019; 400,000 tested, 1.4% active; KB-3-1 viability, CellTiter-Glo ATP luminescence, 72 h; further: potency means the concentration at half of the fitted maximal effect; on the % scale 0 is the no-effect control and ±100 the full control effect; nearly all actives have a fitted effect of over 60% in size
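Multi-concentration cytotoxicity screen in KB-3-1 cells grown in DMEM lacking phenol red with 10% FBS. After 72 h at 37 °C with compound, ATP-dependent luminescence was recorded.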
SW480 rerep: A quantitative high throughput screen for small molecules that induce DNA re-replication in SW480 colon adenocarcinoma cells | SW480 DNA re-replication, Hoechst DNA content imaging, 48 h | Potency, µM (doses to about 46.1 µM), for inactives: top-dose re-replication activation, hits mostly activators | 340,000 tested, 1.8% active; further: potency means the concentration at half of the fitted maximal effect; % of control where 0% means no effect; nearly all actives have a fitted effect of over 55% in size
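Compounds, transferred as 23 nL by pin tool, were incubated with cells for 48 hr; DNA content per nucleus was then quantified by Hoechst staining and fluorescence plate imaging.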
KB-V1 cytotox: qHTS assay for MDR1-selective chemotherapeutics: Primary screen using the drug-selected MDR subline cells KB-V1; KB-V1 MDR cells viability, CellTiter-Glo, 72 h; Potency, µM (titrated, usually from 46.1 µM), without a hit: at the top dose activity change, negative = cytotoxicity, usual class: cytotoxic; 400,000 tested, 3.4% active; AID 1347076, 2019; further: potency means the concentration at half of the fitted maximal effect; on the % scale 0 is the no-effect control and ±100 the full control effect; nearly all actives have a fitted effect of over 60% in size
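Luminescent ATP read-out (CellTiter-Glo, 10 min) measures survival of drug-selected KB-V1 MDR cells after 72 h, 37 degrees C compound exposure. Medium: phenol-red-free DMEM, 10% FBS. Values from fitted concentration-response curves.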
An asterisk follows results filed as active; ? = inconclusive; nt = not tested or not shown; [ ] = remark or other dose. Unless noted, the call rests on the fitted dose curve; in most records, active means well fitted curve in the direction sought with a large enough effect; inconclusive means small, poorly fitted or top-dose-only effect, or another doubt; inactive means no such curve, though single readings can be large; an effect the other way counts as inactive or inconclusive.

Compound	D3 ag	IL1B secr inh	HT1080 IDH1KD tx	GLP-1R agonist	HT1080-NT tox	DRD3 antagonist	KB-3-1 cytotox	SW480 rerep	KB-V1 cytotox
O=C(COS(=O)c1ccccc1)Nc1cc(Cl)ccc1N1CCOCC1 (centres undefined)	-1	-18	1%	8%	-1%	8	2%	-5%	13%
CC(C)C(CCNC1CCN(C)CC1)c1ccc(Cl)cc1 (centres undefined)	-3	-52*	?	-4%	?	-14	?	14%	?
Cc1cccc(N2NC(=O)/C(=C/c3ccc(-c4ccc(Cl)c(C(=O)O)c4)o3)C2=O)c1	2	1	0%	6%	11%	-11	-2%	-5%	-2%
CCCCc1c(C)[nH]c(C(=O)OCC)c1C	-4	3	0%	14%	-10%	-19	9%	2%	-4%
Cc1ccc(C)n1-c1c(C(=O)NN)cnn1-c1ccccc1	-1	47	0%	-4%	-9%	2	?	-10%	-17%
COc1ccc(C2N(c3ccccc3)C(=O)C2(F)F)cc1OC (centres undefined)	3	?	6%	18%	0%	20	12%	-1%	26%
COC(=O)c1cc(NS(=O)(=O)c2ccc(NCc3cccnc3)c([N+](=O)[O-])c2)cc(C(=O)OC)c1	-7	6	13%	0%	7%	?	?	-153%[inhibitor]	-1%
Cc1ccc(NCC(O)Cn2cnc3c2c(=O)n(C)c(=O)n3C)cc1 (centres undefined)	6	46	-6%	1%	8%	6	-7%	-3%[9.22 µM]	-5%
Cn1cnc2nc[nH]c2c1=O	5	-13	2%	0%	0%	8	-2%	-5%	-1%
C[C@@H]1CN([C@@H](C)CO)C(=O)c2cccc(NS(C)(=O)=O)c2O[C@H]1CN(C)CC1CCCCC1	1	22	9%	-2%	15%	-11	?	54%	9%
C=C1CCN([C@H](C(=O)NCc2ccc(Cl)cc2)C(C)C)S(=O)(=O)c2ccccc21	-11	17	4%	-5%	11%	8	10%	-2%	15%
CC1(C)Cc2nc(-c3ccccc3)nc(NNC(=O)c3ccco3)c2CO1	-6	-7	12%	5%	14%	-1	-4%	0%	-4%
O=C(Nc1ccc(S(=O)(=O)NC2CCCCC2)cc1)c1ccc(Br)o1	-3	?	?	13%	-14%	-6	?	0%	?
Cc1ccc(C)c(OCc2cc(C(=O)N(C)Cc3ccccn3)no2)c1	5	5	10%	18%	1%	24	14%	6%	23%
COc1cccc(C(=O)/C=C/c2ccc(OCC#N)c(OC)c2)c1	-8	-102*	?	-20%	?	-29	?	23µM*	?
O=C(O)CSc1nc2c(cnn2-c2ccccc2)c(=O)n1-c1ccc(Br)cc1	-2	27	23%	2%	8%	-7	-2%	-138%[inhibitor]	-15%
Cn1c(C(=O)NCCN2CCOCC2)cc2c(=O)n(C)c3ccccc3c21	3	-8	0%	4%	-9%	-1	2%	-2%	7%
Cc1ccc(C(=O)NCCNC(=O)c2ccco2)cc1C	-9	19	15%	5%	25%	-11	11%	1%	-17%
CO/N=C\CC(=O)Nc1ccc(Cl)cc1Cl	2	1	8.2µM*	5%	?	3	?	7.3µM*	5.8µM*
C=CC[n+]1c(-c2ccc(OC)c(OC)c2)csc1NNC(=O)Nc1ccccc1	17	-75*	16µM*	19%	?	15	?	-2%	18µM*

More compounds follow:
Compound	D3 ag	IL1B secr inh	HT1080 IDH1KD tx	GLP-1R agonist	HT1080-NT tox	DRD3 antagonist	KB-3-1 cytotox	SW480 rerep	KB-V1 cytotox
Cc1cc(C)c(C(=O)N2CCCC(Nc3ccc(F)cc3)C2)o1 (centres undefined)	-1	-8	7%	11%	9%	0	9%	-23%	-5%
O=S(=O)(c1ccc2ccccc2c1)N1CCN(c2ccc(O)cc2)CC1	0	29	?	7%	-25%	-18	2%	7%	0%
COc1ccccc1OCCC(=O)OCC(=O)c1[nH]c(C)c(C(C)=O)c1C	-1	-9	-11%	-7%	-2%	-15	-4%	?	?
CC(C)(C)NC(=O)CN(C(=O)CCC(=O)Nc1nccs1)c1ccc(F)c(Cl)c1	3	33	-8%	10%	-1%	-12	8%	1%	1%
Cc1ccc(S(=O)(=O)NN(Cc2ccccc2)Cc2ccccc2)cc1	8	?	21%	2%	6%	17	20%	nt	21%
CCCCn1c(N)c(N(CC)C(=O)CN2C(=O)NC(C)(c3ccccc3)C2=O)c(=O)[nH]c1=O (centres undefined)	-3	-3	6%	-6%	6%	2	3%	-7%	11%
CCOC(=O)C1CCN(C(=O)C(C)Oc2ccc(Br)cc2)CC1 (centres undefined)	2	-5	-30%	5%	-2%	-12	-5%	0%	-31%
COc1ccc(N(C(=O)c2ccc(C)cc2)S(=O)(=O)c2cccs2)cc1	-4	0	?	6%	-22%	10	-15%	nt	?
Nc1nnc(SCc2cn3cc(Cl)ccc3n2)s1	8	4	-1%	21%	5%	14	14%	0%	14%
Nc1ccc(C(=O)Nc2ccc3nc(-c4ccncc4)[nH]c3c2)cc1	5	-27	12%	10%	5%	22	7%	-9%	20%
CC1(C)Cc2c(c(-c3ccco3)nc3sc4c(NCC5CCCO5)ncnc4c23)CO1 (centres undefined)	1	-6	?	12%	?	-6	?	?	?
O=C(NCC(c1cccs1)N1CCOCC1)c1cc(F)cc(F)c1 (centres undefined)	-5	21	5.8µM*	5%	7.3µM*	-6	?	nt	?
COc1ccc(/C=C(\NC(=O)/C=C/c2ccco2)C(=O)NCCc2nc3ccccc3[nH]2)cc1	-9	0	-3%	0%	-7%	0	18%	1%	3%
COc1cc(OC)cc(C(=O)Nn2cc(C(=O)Nc3c(F)cccc3F)c3ccccc3c2=O)c1	-9	-28	-10%	-4%	-1%	1	0%	4%	-17%
COc1cc2sc3cc(NCC[C@@H]4CCCN4C)ccc3c(=O)c2cc1OC	0	-60*	-2%	21%	-3%	6	-9%	?	-10%
COc1cc(C(=O)O)ccc1OCc1ccncc1	-2	2	5%	-2%	1%	3	-2%	1%	16%
Cc1ccc([C@@H]2[C@@H]3C(=O)N(c4ccccc4)C(=O)[C@@H]3[C@]3(C)C(=O)N(CC4CC4)CC(=O)N23)o1	14	18	6%	-4%	-1%	-12	4%	-4%	-3%
CC1CCN(C(=O)c2ccc(NC(=O)CC3SC(N4CCCC4)=NC3=O)cc2)CC1 (centres undefined)	-7	8	2%	12%	-16%	9	4%	-21%	5%
CN[C@H]1C[C@@H](c2ccccc2)N(C(C)=O)C[C@H]1CO	-2	4	8%	2%	-4%	0	0%	nt	18%
CCOC(=O)c1[nH]c(C)c(C(=O)OCCOc2cccc(C)c2)c1C	4	-6	?	1%	?	-9	-8%	nt	?

The results go on.
Compound	D3 ag	IL1B secr inh	HT1080 IDH1KD tx	GLP-1R agonist	HT1080-NT tox	DRD3 antagonist	KB-3-1 cytotox	SW480 rerep	KB-V1 cytotox
COc1cccc(CNC(=O)CCS(=O)(=O)c2cccs2)c1	4	8	17%	-7%	16%	9	-4%	0%	16%
O=C(NCCN1CCCCC1)Nc1cccc(C(F)(F)F)c1	-12	-13	0%	-1%	-7%	-58*	2%	-2%	5%
CC(C)(C)NC(=O)C(=O)N/N=C/c1cccs1	-1	37	8%	-5%	9%	12	10%	-6%	2%
COc1cc2c(cc1OC)C(=Cc1ccc(N(C)C)cc1)C=C2	33*	-20	-24%	22%	-15%	14	-1%	1%	2%
CCCCNc1cc(=O)n(C)c(=O)[nH]1	0	?	1%	-3%	1%	10	?	-2%	2%
O=C1c2cccc3c(Cl)ccc(c23)C(=O)N1O	9	2	-16%	-1%	7.9µM*	13	7%	2%	24%
CCOc1ccccc1C(=O)NN1C(=O)CCC1=O	-1	54	8%	0%	0%	-3	9%	?	-11%
Cc1ccc(C(=O)Nc2ccc(F)c(S(=O)(=O)N3CCOCC3)c2)s1	4	30	1%	13%	2%	10	-25%	-6%	-5%
C[C@H]1CN([C@@H](C)CO)C(=O)Cc2cc(NC(=O)CCC(F)(F)F)ccc2O[C@H]1CN(C)S(=O)(=O)c1ccc(Cl)cc1	-25	50	4.6µM*	3%	3.7µM*	-18	4.6µM*	3.3µM*	5%
CC1Cc2ccccc2N1C(=O)c1cnc2ccccn2c1=O (centres undefined)	7	0	0%	4%	13%[9.24 µM]	-9	5%	-3%	4%
CCOC(=O)N1CCN(Cc2ccccc2Cl)CC1	-7	14	14%	0%	23%	-12	2%	-6%	-2%
CCCCc1nnc(NC(=O)C(C)Sc2nc(C)cc(=O)[nH]2)s1 (centres undefined)	-1	15	29%	-1%	7%	19	10%	-1%	-1%
COC(=O)[C@]1(C)N[C@H](CN(C)C(=O)NC(C)C)[C@@H]2C(=O)N(C)C(=O)[C@@H]21	-13	0	11%	0%	10%	-1	0%	-24%	0%
CC(CCc1ccco1)NC(=O)c1cccc2c1C(=O)N(C1CCCCC1)C2 (centres undefined)	1	-23	-11%	?	-8%	-5	-2%	14%	-3%
CCCCC(O)C1=C[N+](=O)CC=C1 (centres undefined)	-6	-5	3%	0%	16%	8	8%	nt	-9%
O=C(NCCC1=CCCCC1)C1CCC(CNc2c(N3CCCCC3)c(=O)c2=O)CC1 (centres undefined)	-5	-11	-3%	5%	-3%	11	-4%	-2%	5%
